Source: PubChem BioAssay (National Center for Advancing Translational Sciences (NCATS))
POLK inh – blocks human DNA polymerase kappa activity; purified Pol kappa, fluorescent DNA synthesis assay, 10 min; Potency, µM (titrated, usually from 107 µM), without a hit: at the top dose activity, negative = inhibition, hits mostly inhibitors; Q9UBT6; AID 588579; 400,000 tested, 0.53% active; also: potency is read from the fitted curve at half-maximal effect; % is scaled to controls: 0 for no effect and ±100 for the full control effect
Target sequence (Q9UBT6 whole entry, looked up): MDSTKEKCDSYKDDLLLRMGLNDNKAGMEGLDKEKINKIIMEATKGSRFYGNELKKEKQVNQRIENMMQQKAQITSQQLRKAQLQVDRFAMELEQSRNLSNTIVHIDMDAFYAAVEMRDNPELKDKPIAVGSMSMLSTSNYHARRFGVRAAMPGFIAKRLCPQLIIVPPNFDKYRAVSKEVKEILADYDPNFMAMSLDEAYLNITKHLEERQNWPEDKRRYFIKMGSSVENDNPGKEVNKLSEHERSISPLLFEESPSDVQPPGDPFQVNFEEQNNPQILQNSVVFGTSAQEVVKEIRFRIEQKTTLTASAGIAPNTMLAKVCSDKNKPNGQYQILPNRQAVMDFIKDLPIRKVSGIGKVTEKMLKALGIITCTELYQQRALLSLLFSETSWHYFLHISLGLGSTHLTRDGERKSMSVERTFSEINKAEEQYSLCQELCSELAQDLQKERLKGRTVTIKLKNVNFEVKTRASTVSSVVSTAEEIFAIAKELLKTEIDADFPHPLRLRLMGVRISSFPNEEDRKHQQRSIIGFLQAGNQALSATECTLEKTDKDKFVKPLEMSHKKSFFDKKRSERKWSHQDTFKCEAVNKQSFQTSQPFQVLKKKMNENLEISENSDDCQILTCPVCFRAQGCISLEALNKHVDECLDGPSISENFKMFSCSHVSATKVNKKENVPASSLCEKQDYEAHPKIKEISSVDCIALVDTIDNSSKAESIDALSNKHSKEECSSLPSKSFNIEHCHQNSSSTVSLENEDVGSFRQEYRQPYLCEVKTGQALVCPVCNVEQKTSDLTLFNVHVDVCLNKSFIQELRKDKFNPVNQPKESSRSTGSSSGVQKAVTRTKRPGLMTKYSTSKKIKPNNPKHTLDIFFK
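10 nM Pol kappa preincubated 15 min at room temperature with compounds, then reaction started with substrate at 50 nM final. Fluorescence read kinetically at 0 and 10 min; buffer-only wells served as negative control.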
Pol eta inh – blocks human DNA polymerase eta activity. Q9Y253. recombinant Pol eta, fluorescent DNA replication assay. Potency, µM (top dose mostly 114 µM), for inactives: at the top dose activity change, negative = inhibition, hits mostly inhibitors. AID 588591. 390,000 tested, 1.2% active; also: potency is read from the fitted curve at half-maximal effect; % is scaled to controls: 0 for no effect and ±100 for the full control effect
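Pol eta (10 nM) was preincubated with compounds for 15 min at room temperature, after which fluorescent replication substrate (50 nM final) was added to start the reaction. Fluorescence was read kinetically at 0 and 10 min.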
Pol iota inh – inhibitors of human DNA polymerase iota. AID 588590. 390,000 tested, 1% active. Q9UNA4. Potency, µM (titrated, usually from 115 µM), for the others: top-dose activity, negative = inhibition, hits mostly inhibitors. Pol iota fluorescent replication assay, 10 min; also: potency is read from the fitted curve at half-maximal effect
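Fluorescent replication assay read twice, at 0 min and 10 min after adding 50 nM (final) substrate. Enzyme (10 nM) and compounds were first incubated 15 min at room temperature; enzyme-free buffer wells were negative controls.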
PGK inhibitor – inhibitors of T. brucei phosphoglycerate kinase. PGK/GAPDH coupled, Kinase-Glo luminescence, 60 min. Potency, µM (doses to about 57.5 µM), for the others: at the top dose activity change, negative = inhibition, most hits filed as inhibitors. 380,000 tested, 0.043% active. AID 602233; also: potency is read from the fitted curve at half-maximal effect; % is scaled to controls: 0 for no effect and ±100 for the full control effect; nearly all actives have a fitted effect of over 60% in size
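Recombinant glycosomal PGK reaction used 1,3-bisphosphoglycerate generated in-well by GAPDH (100nM final) in 100mM TEA pH 7.6, 5mM MgCl2, 0.01% Tween-20. After 60 minutes at room temperature, ATP was read by Kinase-Glo Plus luminescence end-point.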
BLM helicase inh – inhibitors of human Bloom syndrome helicase BLM; Potency, µM (doses to about 56.1 µM), for inactives: at the top dose activity change, negative = inhibition, usual class: inhibitors; recombinant BLM DNA unwinding, fluorescence dequenching; P54132; 350,000 tested, 0.2% active;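 also: potency is read from the fitted curve at half-maximal effect; plate controls were vehicle for no effect and no enzyme for full effect; nearly all actives have a fitted effect of over 35% in size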
Anesthetic bind – candidate novel general anesthetic via apoferritin binding | P02791 | apoferritin/1-aminoanthracene competitive binding, fluorescence | 350,000 tested, 0.074% active | Potency, µM (series often up to 77.5 µM), inactives show top-dose activity change, negative = displacement, usual class: inhibitors; also: potency is read from the fitted curve at half-maximal effect; % is scaled to controls: 0 for no effect and ±100 for the full control effect; nearly all actives have a fitted effect of over 20% in size
Target sequence (P02791 2-175 limits assumed): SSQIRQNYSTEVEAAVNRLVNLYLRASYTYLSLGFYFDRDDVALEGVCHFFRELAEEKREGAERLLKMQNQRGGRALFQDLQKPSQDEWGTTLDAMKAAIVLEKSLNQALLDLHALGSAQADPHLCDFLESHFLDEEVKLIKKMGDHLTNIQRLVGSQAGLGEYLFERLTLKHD
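Apoferritin-based anesthetic binding model; compound displacement of fluorescent 1-AMA measured as endpoint fluorescence after 10 minutes at room temperature, scaled to free-ligand and complex controls.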
POLB inh – DNA polymerase beta (human) inhibition; 340,000 tested, 1.3% active; P06746; AID 485314; Pol beta primer extension/strand displacement, fluorescence kinetic; Potency, µM (series often up to 114 µM), inactives show at the highest dose activity change, negative = inhibition, most hits filed as inhibitors; also: potency is read from the fitted curve at half-maximal effect; % is scaled to controls: 0 for no effect and ±100 for the full control effect
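10 nM enzyme + cpd, 15 min RT; start with substrate 50 nM final; read 0 min and after 10 min RT. Corrected, normalized data; 4-parameter Hill curve fit.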
APE1 inh – blocks human APE1 abasic DNA cleavage; P27695; recombinant APE1, TAMRA/BHQ-2 abasic DNA cleavage fluorescence; Potency, µM (series often up to 65.8 µM), without a hit: top-dose activity change, negative = inhibition, actives largely listed as inhibitors; 350,000 tested, 0.35% active;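 also: potency is read from the fitted curve at half-maximal effect; plate controls were vehicle for no effect and reference inhibitor for full effect; nearly all actives have a fitted effect of over 55% in size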
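Endonuclease cleavage of a quenched abasic-site DNA duplex (50 nM) by APE1 (0.75 nM) was tracked by TAMRA dequenching. Compounds were preincubated with enzyme 15 min at room temperature; data normalized to buffer-only and DMSO wells plus NSC13755 control.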
RXFP1 antag – RXFP1 (human) relaxin receptor antagonism; HEK293-RXFP1, relaxin-stimulated cAMP HTRF, 30 min; active compounds read low; AID 1259400; 350,000 tested, 0.59% active; activity change, negative = inhibition, % at 57.5 µM;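 active = activity change of -60% or lower, but not beyond a set lower limit; inconclusive = change between -60% and -40%, or beyond the set limit; inactive = change above -40%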; also: % is scaled to controls: 0 for no effect and ±100 for the full control effect
* = called active by the depositor; i = inactive; ? = inconclusive; / = no result given; & = joins results of further samples; [ ] = remark or other dose. Unless noted, calls follow the shape of the dose curve; as a rule, active = well fitted curve in the direction sought with a large enough effect; inconclusive = small, poorly fitted or top-dose-only effect, or another doubt; inactive = no such curve, though single readings can be large; an effect the other way counts as inactive or inconclusive. Some of the compounds tested; rates above refer to the full screens.

canonical_smiles	POLK inh	Pol eta inh	Pol iota inh	PGK inhibitor	BLM helicase inh	Anesthetic bind	POLB inh	APE1 inh	RXFP1 antag
CC[C@H](C)[C@H](NC(=O)[C@H](CO)NC(=O)[C@H](CC(N)=O)NC(=O)[C@H](CC(C)C)NC(=O)[C@H](Cc1ccc(O)cc1)NC(=O)[C@H](CCCCN)NC(=O)[C@H](CCCCN)NC(=O)[C@@H](NC(=O)[C@H](C)NC(=O)[C@H](CCSC)NC(=O)[C@H](CCC(N)=O)NC(=O)[C@H](CCCCN)NC(=O)[C@H](CCCNC(=N)N)NC(=O)[C@H](CC(C)C)NC(=O)[C@H](CCCNC(=N)N)NC(=O)[C@@H](NC(=O)[C@H](Cc1ccc(O)cc1)NC(=O)[C@H](CC(N)=O)NC(=O)[C@H](CC(=O)O)NC(=O)[C@@H](NC(=O)[C@H](Cc1ccccc1)NC(=O)[C@@H](NC(=O)[C@H](C)NC(=O)[C@H](CC(=O)O)NC(=O)[C@H](CO)NC(=O)[C@@H](N)Cc1cnc[nH]1)C(C)C)[C@@H](C)O)[C@@H](C)O)C(C)C)C(=O)N[C@@H](CC(C)C)C(=O)N[C@@H](CC(N)=O)C(N)=O	18%[60.1 µM]	/	/	/	8%	-9%	/	14%	/
C[n+]1c(-c2ccccc2)cc(CCCCc2cc(-c3ccccc3)[n+](C)c(-c3ccccc3)c2)cc1-c1ccccc1	-3%	-3%	128%[activator]	11%	133%[activator]	-23%	43%	-3%	4
CCC1/C=C/C=CCC(C)C(O)[C@@](C)(O)C(=O)C(C)C(O)C(C)C(=O)C(C)C(O)C(C)C=CC(=O)O[C@H]2C(C)C(CC1)O[C@]1(CCC(C)C(CC(C)O)O1)C2C (some centres undefined)	-10%[60.1 µM]	/	/	/	-13%	-14%	/	13%	/
CC(=O)OC1CC[C@]2(C#N)[C@H]3CC[C@]4(C)[C@H](C5C=CC(=O)O5)CCC4(O)C3CCC2(O)C1 (some centres undefined)	7%	-13%	14%	/	-3%	4%	31%	-1%	-2
CCc1c(-c2ccccc2)nc2ccccc2c1C(=O)N1CCC2(CC1)OCCO2	-1%	-12%	8%	-9%	-1%	9%	16%	48%	8
CCN1C[C@]2(COC)CC[C@H](OC)[C@@]34C1[C@]1(OCO[C@@]15C[C@H](OC)[C@H]1C[C@@H]3[C@@H]5[C@H]1OC)[C@@H](O)[C@H]24	-14%	-7%	-1%	6%	/	/	/	42%	/
CCOC(=O)CN1C(=O)CC(C[C@@H](O)C2C[C@@H](C)C[C@H](C)C2=O)CC1=O (some centres undefined)	11%[60.1 µM]	/	/	/	0%	4%&-3%	/	1%&2%	/
Cc1c(C(=O)NCCC2=CCCCC2)oc2ccc(S(=O)(=O)N3CCC4(CC3)OCCO4)cc12	-16%	-7%	33%[activator]	-3%	-16%	-7%	-5%	14%	-35
c1ccc(-c2[nH]c(-c3ccccc3)[n+](CC3CO3)c2-c2ccccc2)cc1 (centres undefined)	-15%	-11%	3%	-9%	-11%	6%	13%	-7%	9
CCCCCCOc1ccc(CN2CCN(CCO)CC2)cc1	-16%	-23%	14%	1%	3%	?	21%	11%	4
COc1ccc(C2N(c3cc(C)on3)C(=O)C3CCCN32)cc1 (centres undefined)	-10%	-5%	?	-4%	-2%	-6%	0%	-2%	-1
Cc1ccc(C(=O)OCC(=O)NC2CCCCC2)o1	-14%	-9%	25%	-12%	-7%	?	4%	-42%	4
N#CC(C#N)=Cc1cccnc1	1%	-16%	149%[activator]	2%	-2%	-4%	36%	-5%	-9
C=CCn1c(O)c(C(CC)=Nc2ccc3c(c2)CCC3)c(=O)[nH]c1=O	-10%	-1%	113%[activator]	?	4%	-2%	-8%	2%	-12
CCC(C)OC(=O)c1c(N)n(Cc2cccs2)c2nc3ccccc3nc12 (centres undefined)	-8%	-16%	12%	5%	-2%	177%[activator]	-16%	-7%	-7
CCN(CC)c1ccc(/C=C2\C(=O)NC(=O)N(Cc3ccco3)C2=O)cc1	79µM*	22µM*	20µM*	-2%	4%	?	?	?	-66*
Cc1ccccc1N	3%	-16%	1%	-6%	/	/	/	-8%&-2%&1%	/
O=C(CCC(=O)N1CCOc2ccc(Cl)cc21)N1CCC2(CC1)OCCO2	-6%	-19%	39%	8%	2%	-5%	53%	-11%	17
CC12CN3CC(C)(CN(C1)C3c1ccncc1)C2=O (centres undefined)	2%	-4%	5%	-17%	-8%	-8%	30%	-2%	-10
COc1ccc2[nH]cc(CCN)c2c1	-7%[60.1 µM]	-4%[57.1 µM]	7%[58.9 µM]	-3%	-6%&-7%	3%&-1%	6%[57.1 µM]	-4%&14%&-2%&1%&0%	/

One compound at a time (already shown). Screens in order: POLK inh	Pol eta inh	Pol iota inh	PGK inhibitor	BLM helicase inh	Anesthetic bind	POLB inh	APE1 inh	RXFP1 antag
Cc1ccccc1N is listed as 3%	-16%	1%	-6%	/	/	/	-8%&-2%&1%	/
CCc1c(-c2ccccc2)nc2ccccc2c1C(=O)N1CCC2(CC1)OCCO2 is listed as -1%	-12%	8%	-9%	-1%	9%	16%	48%	8
Cc1ccc(C(=O)OCC(=O)NC2CCCCC2)o1 is listed as -14%	-9%	25%	-12%	-7%	?	4%	-42%	4
CCC1/C=C/C=CCC(C)C(O)[C@@](C)(O)C(=O)C(C)C(O)C(C)C(=O)C(C)C(O)C(C)C=CC(=O)O[C@H]2C(C)C(CC1)O[C@]1(CCC(C)C(CC(C)O)O1)C2C (some centres undefined) is listed as -10%[60.1 µM]	/	/	/	-13%	-14%	/	13%	/
CC(=O)OC1CC[C@]2(C#N)[C@H]3CC[C@]4(C)[C@H](C5C=CC(=O)O5)CCC4(O)C3CCC2(O)C1 (some centres undefined) is listed as 7%	-13%	14%	/	-3%	4%	31%	-1%	-2

(cont.)
mol | POLK inh | Pol eta inh | Pol iota inh | PGK inhibitor | BLM helicase inh | Anesthetic bind | POLB inh | APE1 inh | RXFP1 antag
COc1ccccc1NC(=O)c1cn(CCC#N)nc1-c1cccc(Cl)c1 | -2% | -14% | 13% | 10% | -1% | -4% | -4% | 16% | -4
CC(Cc1cccs1)NCc1ccc(Cl)cc1 (centres undefined) | -6% | -2% | 167%[activator] | 10% | 3% | -4% | 1% | -1% | -3
C[N+]1(C)[C@@H]2CC[C@H]1CC(OC(=O)C(CO)c1ccccc1)C2 (some centres undefined) | -4% | -11% | 5% | i | -5%&-1% | -1%&-6% | 18%&17% | 0% | 11
CC1CC(OP(O)(=S)c2ccc(N(C)C)cc2NC(=O)c2cccs2)CC(C)(C)C1 (centres undefined) | -10% | ? | 40%[activator] | -4% | -4% | ? | -10% | -9% | -8
CCN(CC)C(=O)c1ccc(NC(=O)Cn2nc(C)c3ccccc3c2=O)cc1 | -4% | -3% | 7% | 7% | 0% | 5% | 9% | -4% | -3
CNC(=S)N1CCn2cccc2C1c1cccnc1 (centres undefined) | -3% | -17% | 67%[activator] | i | -3% | -8% | 36% | -2% | -20
COc1ccc(CNCCc2ccc(Cl)cc2)c(OC)c1OC | 1% | -2% | -16% | 10% | 4% | -7% | 28% | 14% | 2
C#CC1(O)C=CC2C3CCC4=CC(=O)CCC4C3CCC21CC (centres undefined) | 17% | -7% | 11% | i | -6%&3% | -4% | 0% | 12% | -4
O=C(NC1CONC1=O)OCC(Cl)(Cl)Cl (centres undefined) | -10% | -2% | ? | / | 3% | -13% | ? | 11% | 4
COC(=O)C1=C(c2ccc(F)cc2OCc2ccccc2)C[C@@H]2CC[C@H]1N2C(=O)NCc1ccc(OC)cc1 | -1% | -22% | 16% | -2% | / | / | / | -1% | /
CC(=NCCc1c[nH]c2ccccc12)c1c(O)n(Cc2ccccc2)c(=O)[nH]c1=O | -13% | -18% | 37%[activator] | -3% | 1% | -13% | 1% | -6% | -5
COC(=O)COc1ccc(C(c2c(C)[nH][nH]c2=O)c2c(C)[nH][nH]c2=O)cc1 | 5% | -5% | ? | -5% | -5% | -3% | 19% | 19% | 15
COc1ccc(N2C(=O)/C(=C/c3cccs3)C(=O)NC2=S)cc1 | -32% | 4% | ? | -3% | 0% | -1% | -1% | -4% | 1
COc1ccc2c(c1)C13CCN(C)C(C2)C1CCC1(C3)OCCO1 (centres undefined) | -9% | 1% | 2% | -2% | / | / | / | / | 4
CCCCC1(CCO)C(=O)NC(=S)NC1=O | -4% | -6% | 15% | -1% | / | / | / | / | -1
CC1CCCCC1NC1CCN(C)CC1 (centres undefined) | -5% | -10% | -1% | i | 3% | -2% | 16% | 8% | 7
N#CC1c2ccccc2-n2nncc2CN1S(=O)(=O)c1cc(Cl)cc(Cl)c1 (centres undefined) | -6% | -4% | -11% | -1% | / | / | / | / | /
CCCCCCC(=O)c1c(O)n(-c2ccccc2OC)c(=O)[nH]c1=O (tested in a mixture with another compound) | -9% | -9% | 63%[activator] | 0% | -1% | -6% | -1% | 3% | 7
CC(=O)c1ccc(OC(NC(=O)Cc2ccccc2)C(Cl)(Cl)Cl)cc1 (centres undefined) | -6% | 2% | -13% | 5% | -1% | ? | 1% | 0% | -24
